IEC-6 tox = kills IEC-6 intestinal cells in KLF5 counter-screen | 290,000 compounds, 0.78% hits | inhibition, % at 5 µM | IEC-6 cytotoxicity, luminescence viability; in the data active = inhibition above about 22%;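 also: 0% = plate median of test compound wells and 100% = cytotoxic reference compound wells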
AI-2 QS mod = Vibrio harveyi AI-2 quorum sensing modulation | Vibrio harveyi JMH597 AI-2 luminescence/OD600 ratio, 9 h; stronger effect = lower value; strain lacks LuxN and CqsS sensors; 0 = neutral-control median | activity change, % at 7.5 µM | 300,000 compounds, 0.4% hits | AID 2094; in the data active = activity change below about -75%, passing the limit was not always enough; inconclusive = no clear call, values can overlap the other calls;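 also: luminescence divided by OD600 gain over 9 h not by final OD600 alone; inactives centre near 13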
KLF5 inh = inhibitors of KLF5 expression; inhibition, % at 5 µM; AID 1700; 290,000 compounds, 0.23% hits; DLD-1 KLF5 promoter-luciferase reporter, luminescence;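 active = inhibition above a per-plate limit of that plate's mean compound inhibition plus 3 SD, cut at about 60% in these data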;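 also: 0% = DMSO wells and 100% = LY294002 at 200 µM; higher means less KLF5 promoter-driven luciferase light; inactives centre near -14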
HSF-1 act = increases HSF-1 driven luciferase reporter signal | NIH3T3-HGL HSF-1 luciferase reporter, MG132, 8 h; 100% = twice DMSO control signal | activation, % at 9 µM | 300,000 compounds, 1.7% hits | AID 504408;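 active = mean replicate activation of at least 50% with a set share of replicates each reaching 50%; inconclusive = only one of those two conditions met; inactive = mean below 50% and too few replicates reaching it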;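 also: 0% = median of the neutral control wells and 100% = twice that signal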
GSK3 alpha inh = blocks human GSK-3 alpha kinase | P49840 | ADP-Glo luminescence, 60 min | inhibition, % at 10 µM | 320,000 compounds, 0.1% hits;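 in the data active = inhibition above about 50%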;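 also: GST-tagged GSK-3 alpha with peptide substrate and 25 µM ATP; 0% = DMSO neutral wells and 100% = GW8510 positive control wells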
Target sequence (P49840 whole entry, looked up): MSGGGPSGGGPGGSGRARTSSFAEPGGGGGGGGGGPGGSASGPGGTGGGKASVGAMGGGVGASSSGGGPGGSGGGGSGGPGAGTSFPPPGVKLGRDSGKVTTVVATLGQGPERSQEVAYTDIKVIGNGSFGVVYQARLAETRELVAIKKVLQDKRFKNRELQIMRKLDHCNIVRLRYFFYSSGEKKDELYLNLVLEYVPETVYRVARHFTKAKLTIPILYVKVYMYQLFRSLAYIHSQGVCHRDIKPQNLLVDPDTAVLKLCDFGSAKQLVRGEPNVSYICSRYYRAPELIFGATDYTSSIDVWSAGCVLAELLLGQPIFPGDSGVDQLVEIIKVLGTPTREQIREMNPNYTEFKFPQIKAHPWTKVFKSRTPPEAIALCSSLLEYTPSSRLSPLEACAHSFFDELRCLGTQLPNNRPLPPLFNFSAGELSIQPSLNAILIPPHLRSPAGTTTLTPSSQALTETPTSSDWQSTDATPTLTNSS
HIF act = HIF pathway transcriptional activation; U2OS HRE-luciferase reporter, luminescence; normalized: DMSO 0%, desferrioxamine 100%; 300,000 compounds, 0.32% hits; AID 1910; activation, % at 7.5 µM (by protocol);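 active = mean activation of at least 10% of the iron chelator positive control signal, with at least half of replicates also reaching 10%; inconclusive = mean and replicate majority disagree about reaching 10%; inactive = mean and most replicates under 10%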
HSP90 refold inh = blocks HSP90-mediated luciferase refolding in reticulocyte lysate | 290,000 compounds, 0.91% hits | Rabbit reticulocyte lysate, luciferase refolding luminescence, 3 h | inhibition, % at 5.6 µM;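 active = inhibition above the screen-wide mean plus 3 SD, computed separately per campaign, cut at about 16% in these data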;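 also: 0% = DMSO wells and 100% = 60 µM geldanamycin wells; inhibitors lower the luminescence because luciferase stays unfolded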
GSK3B inh = blocks human GSK3beta kinase activity. P49841. GST-GSK3beta kinase, ADP-Glo luminescence, 60 min; stronger effect = lower value. activity score (negative = inhibition), % at 10 µM. 300,000 compounds, 0.038% hits;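 active = more than half of replicate wells score below -50%, meaning over 50% inhibition versus plate controls; inconclusive = some replicates but at most half score below -50%; inactive = no replicate scores below -50%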;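 also: 0% = median DMSO wells and -100% = median GW8510 positive control wells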
Target sequence (P49841 whole entry, looked up): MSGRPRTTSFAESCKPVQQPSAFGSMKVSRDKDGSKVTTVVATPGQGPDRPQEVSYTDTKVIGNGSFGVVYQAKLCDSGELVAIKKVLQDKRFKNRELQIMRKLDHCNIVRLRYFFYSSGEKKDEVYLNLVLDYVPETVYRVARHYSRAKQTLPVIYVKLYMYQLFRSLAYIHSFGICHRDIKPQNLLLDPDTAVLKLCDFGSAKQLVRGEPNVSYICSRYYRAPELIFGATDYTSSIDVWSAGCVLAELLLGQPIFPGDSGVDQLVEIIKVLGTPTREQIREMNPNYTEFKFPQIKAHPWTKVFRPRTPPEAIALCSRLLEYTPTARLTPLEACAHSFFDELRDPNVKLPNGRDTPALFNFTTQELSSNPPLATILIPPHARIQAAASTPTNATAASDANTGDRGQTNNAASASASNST
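Assay system: GST-fused GSK3beta enzyme, cell-free / Medium: Tris pH 7.5 buffer with MgCl2, DTT, BSA, heparin / Also added: peptide substrate plus 25 µM ATP (final) / Compound: 10 µM single point / Timing: kinase reaction with compound 60 min at room temperature / Detection: ADP-Glo luminescence / Benchmarks: DMSO neutral wells and GW8510 at 20 µM as positive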
aSyn UTR inh = 5' untranslated region of α-synuclein, MLPCN primary screen. alpha-synuclein 5'UTR reporter, inhibitor activity. inhibition, % (tested at 7.5 µM). 300,000 compounds, 0.82% hits. AID 1813; in the data active = inhibition above about 60%; inconclusive = no clear call, values can overlap the other calls;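 also: H4 neuroglioblastoma cells stably carrying SNCA 5'UTR luciferase fusion; 0% = DMSO wells and 100% = positive control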
HSF1 inhib = HSF1 inhibition | NIH3T3-HGL HSE-luciferase, MG132-induced, luminescence 8 h; stronger effect = lower value | activity change, negative = inhibition, % at 7.5 µM (by protocol) | 300,000 compounds, 0.77% hits | AID 2098;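 active = more than half of replicate wells show activity change below -50%, luminescence cut by over half; inconclusive = some wells, but at most half, below -50%; inactive = no replicate well below -50%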;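 also: luciferase reports HSF-1 transcriptional activity via heat shock element; 0% = median of DMSO wells and -100% = zero luminescence signal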
The depositor's hits bear a star.

O=C(Nc1ccncc1)c1ccc(Cl)c(S(=O)(=O)N2CCCCC2)c1 was read as AI-2 QS mod -3, HSF-1 act -19, GSK3 alpha inh 1, HIF act 0.7, GSK3B inh 0, aSyn UTR inh -24 and HSF1 inhib -19.
COc1ccc(CNC(=O)CCc2nnc3ccc(N4CCC5(CC4)OCCO5)nn23)cc1 was read as IEC-6 tox -2, AI-2 QS mod 2, KLF5 inh 6, HSF-1 act 13, GSK3 alpha inh -2, HIF act 0.1, HSP90 refold inh 2, GSK3B inh 2, aSyn UTR inh 19 and HSF1 inhib -4.
Screening Cc1ccc(NC(=O)CC2NCCNC2=O)cc1 (stereo unspecified) returned IEC-6 tox 0, AI-2 QS mod 7, KLF5 inh -26, HSF-1 act -7, GSK3 alpha inh -7, HIF act 0.2, HSP90 refold inh -3, GSK3B inh -6, aSyn UTR inh -22 and HSF1 inhib 10.
Screening COc1cc(C)ccc1OCCCOc1c(Cl)cccc1Cl returned IEC-6 tox 0, AI-2 QS mod 18, KLF5 inh -19, HSF-1 act 19, GSK3 alpha inh -3, HIF act 0.6, HSP90 refold inh -4, GSK3B inh 2, aSyn UTR inh -8 and HSF1 inhib 4.
CCN(CC)S(=O)(=O)c1cc(C)ccc1SC was read as IEC-6 tox -3, AI-2 QS mod 11, KLF5 inh -17, HSF-1 act -9, GSK3 alpha inh -1, HIF act -0.1, HSP90 refold inh -3, GSK3B inh 3, aSyn UTR inh 6 and HSF1 inhib -6.
Screening OCC1(Cc2ccc(F)cc2F)CCCN(CCCc2ccccc2)C1 (stereo unspecified) returned IEC-6 tox -15, AI-2 QS mod 11, KLF5 inh 1, HSF-1 act 1, GSK3 alpha inh -2, HIF act 1.3, HSP90 refold inh -5, GSK3B inh -3, aSyn UTR inh 13 and HSF1 inhib 1.
`Cn1nnnc1SCc1nc2scc(-c3ccc(Cl)cc3)c2c(=O)[nH]1` gave IEC-6 tox 3, AI-2 QS mod 15, KLF5 inh -35, HSF-1 act 5, GSK3 alpha inh -4, HIF act 0.3, HSP90 refold inh 2, GSK3B inh 2, aSyn UTR inh 20 and HSF1 inhib -6.
For Cc1ccc(S(=O)(=O)N2CCN(C(=O)N(C)C)CC2)cc1 the results were IEC-6 tox 3, AI-2 QS mod 21, KLF5 inh 1, HSF-1 act -7, GSK3 alpha inh 0, HIF act 1.2, HSP90 refold inh -5, GSK3B inh 1, aSyn UTR inh 31 and HSF1 inhib -1.
For CC1CCC(N2CCN(c3ncccn3)CC2)C1 (stereo unspecified) the results were IEC-6 tox 1, AI-2 QS mod 21, KLF5 inh -12, HSF-1 act 4, HIF act -0.1, HSP90 refold inh 4, GSK3B inh 1, aSyn UTR inh -29 and HSF1 inhib 0.
For CCC(C)NS(=O)(=O)c1ccc(NC(=O)C2CCCO2)cc1 (stereo unspecified) the results were IEC-6 tox -3, AI-2 QS mod 10, KLF5 inh -32, HSF-1 act -17, GSK3 alpha inh 0, HIF act 0.0, HSP90 refold inh -3, GSK3B inh 0, aSyn UTR inh 13 and HSF1 inhib -5.
COc1cccc(S(=O)(=O)NCc2ccc(C(=O)NCC3CCCO3)cc2)c1 (stereo unspecified) was read as IEC-6 tox -4, AI-2 QS mod 32, KLF5 inh -25, HSF-1 act -10, GSK3 alpha inh 0, HIF act 0.3, HSP90 refold inh -1, GSK3B inh 1, aSyn UTR inh 3 and HSF1 inhib -5.
Screening Cc1cccc2sc(N(CCN3CCOCC3)C(=O)CCS(=O)(=O)c3ccccc3)nc12 returned AI-2 QS mod 28, HSF-1 act 20, GSK3 alpha inh -2, HIF act 0.1, GSK3B inh 0, aSyn UTR inh -7 and HSF1 inhib 8.
`Clc1ccc(CNC2CCN(Cc3ccccc3)CC2)cc1` gave IEC-6 tox -7, AI-2 QS mod 16, KLF5 inh -17, HSF-1 act 81*, GSK3 alpha inh 10, HIF act -26, HSP90 refold inh -5, GSK3B inh -3, aSyn UTR inh -13 and HSF1 inhib 40.
`CSCc1c(C(=O)NC2CCCc3ccccc32)oc2ccccc12` (stereo unspecified) gave IEC-6 tox -2, AI-2 QS mod -1, KLF5 inh -16, HSF-1 act 32, GSK3 alpha inh -1, HIF act -0.3, HSP90 refold inh -1, GSK3B inh 1, aSyn UTR inh inconclusive and HSF1 inhib 10.
Screening Nc1nc(SCC(=O)NCc2ccco2)[nH]c(=O)c1-c1ccccc1 returned IEC-6 tox -1, AI-2 QS mod 13, KLF5 inh -10, HSF-1 act -4, GSK3 alpha inh 0, HSP90 refold inh 1, GSK3B inh 0, aSyn UTR inh 15 and HSF1 inhib -4.
Screening COc1cc(NC(=S)NCc2ccc(S(N)(=O)=O)cc2)c(OC)cc1Cl returned IEC-6 tox -2, AI-2 QS mod 12, KLF5 inh -21, HSF-1 act 5, GSK3 alpha inh 1, HIF act 1.2, HSP90 refold inh 2, GSK3B inh -1, aSyn UTR inh -14 and HSF1 inhib -2.
`COc1ccccc1-c1nc(C#N)c(N2CCC(Cc3ccccc3)CC2)o1` gave IEC-6 tox -5, AI-2 QS mod 18, KLF5 inh -57, HSF-1 act 1, GSK3 alpha inh 2, HIF act -0.3, HSP90 refold inh 0, GSK3B inh 1, aSyn UTR inh 11 and HSF1 inhib -5.
For CC(=O)N(CCC1(C(C)C)CCOC(C)(C)C1)Cc1ccco1 (stereo unspecified) the results were IEC-6 tox -2, AI-2 QS mod 23, KLF5 inh -9, HSF-1 act -19, GSK3 alpha inh 4, HIF act -0.1, HSP90 refold inh 9, GSK3B inh -1, aSyn UTR inh -14 and HSF1 inhib -13.
`CC1(C)Cc2ccccc2-c2nnc(SCc3ccc(C#N)cc3)n21` gave IEC-6 tox -1, AI-2 QS mod 13, KLF5 inh -14, HSF-1 act 39, GSK3 alpha inh 0, HIF act -0.7, HSP90 refold inh 4, GSK3B inh 2, aSyn UTR inh 10 and HSF1 inhib 18.
Screening CNCc1ccccc1Sc1ccc(OC)cc1 returned IEC-6 tox 5, AI-2 QS mod 35, KLF5 inh -23, HSF-1 act 12, HIF act 0.3, HSP90 refold inh -3, GSK3B inh 1, aSyn UTR inh -8 and HSF1 inhib -3.
For N=c1oc2cc(O)ccc2cc1C(=O)Nc1ccc(F)cc1 the results were IEC-6 tox 7, AI-2 QS mod 22, KLF5 inh -69, HSF-1 act 17, GSK3 alpha inh 0, HIF act 3.1, HSP90 refold inh 4, GSK3B inh 2, aSyn UTR inh -148 and HSF1 inhib 11.
CCN(CC(=O)Nc1ccccc1C(F)(F)F)C(=O)CCOc1ccc(C)cc1 was read as AI-2 QS mod 23, HSF-1 act -3, HIF act 0.0, GSK3B inh 3, aSyn UTR inh 5 and HSF1 inhib -4.
For O=C(CCNS(=O)(=O)c1cccs1)Nc1nccs1 the results were IEC-6 tox -4, AI-2 QS mod 3, KLF5 inh -10, HSF-1 act 11, GSK3 alpha inh 7, HIF act 0.0, HSP90 refold inh -2, GSK3B inh -5, aSyn UTR inh -16 and HSF1 inhib 2.
For Cc1cccc(N(CC(=O)NC2CCCCC2)C(=O)CCC(=O)Nc2ccccn2)c1 the results were AI-2 QS mod 24, HSF-1 act 31, GSK3 alpha inh -1, HIF act 0.0, GSK3B inh 1, aSyn UTR inh 10 and HSF1 inhib 4.
Screening CCn1c(CN2CCN(c3cccc(C)c3C)CC2)n[nH]c1=S returned IEC-6 tox 3, AI-2 QS mod 21, KLF5 inh -7, GSK3 alpha inh 1, HIF act 0.2, HSP90 refold inh 2, GSK3B inh 2 and aSyn UTR inh -14.
Screening Cc1c(N2C(=O)/C(=C\c3ccc(N(C)C)cc3)N(C)C2=S)c(=O)n(-c2ccccc2)n1C returned IEC-6 tox -3, KLF5 inh -19, GSK3 alpha inh 0 and HSP90 refold inh -1.
For COCCn1cc(-c2csc(N)n2)c2ccccc21 the results were IEC-6 tox 2, AI-2 QS mod 17, KLF5 inh -22, HSF-1 act 5, GSK3 alpha inh 1, HIF act -0.3, HSP90 refold inh 0, GSK3B inh -3, aSyn UTR inh 20 and HSF1 inhib 0.
Screening CCc1cc2cc(C)c(C)cc2nc1SCC(=O)NNC(=O)c1ccco1 returned IEC-6 tox -2, AI-2 QS mod 12, KLF5 inh -7, HSF-1 act -2, GSK3 alpha inh -2, HIF act -0.3, HSP90 refold inh -2, GSK3B inh 3, aSyn UTR inh 23 and HSF1 inhib 4.
COc1ccc(C(O)P(=O)(OCc2ccccc2)c2ccc(N(C)C)cc2)cc1 (stereo unspecified) was read as IEC-6 tox 2, AI-2 QS mod 22, KLF5 inh 15, HSF-1 act 29, GSK3 alpha inh -1, HIF act 0.3, HSP90 refold inh 1, GSK3B inh 4, aSyn UTR inh 21 and HSF1 inhib 5.
Cc1nc2nc(CNC(=O)OC(C)(C)C)nn2c(C)c1CCC(=O)Nc1ccc2c(c1)OCO2 was read as IEC-6 tox -4, AI-2 QS mod -3, KLF5 inh -21, HSF-1 act -13, GSK3 alpha inh 1, HIF act 1.6, HSP90 refold inh -5, GSK3B inh 4, aSyn UTR inh -24 and HSF1 inhib -1.
COCCNC(=O)C(c1cccs1)N(C(=O)Cn1nnc2ccccc21)c1ccc(OC)cc1 (stereo unspecified) was read as IEC-6 tox 2, AI-2 QS mod 17, KLF5 inh -17, HSF-1 act -12, GSK3 alpha inh -2, HIF act -0.7, HSP90 refold inh 4, GSK3B inh 2, aSyn UTR inh -4 and HSF1 inhib 1.
COc1ccccc1CNC(=O)CCCN1C(=O)COc2ccc(C)cc21 was read as IEC-6 tox -2, AI-2 QS mod -11, KLF5 inh 3, HSF-1 act 23, GSK3 alpha inh 1, HIF act 0.0, HSP90 refold inh 0, GSK3B inh 2, aSyn UTR inh 12 and HSF1 inhib 8.
`Cc1cc(NC(=O)CSc2nc3c(C)cccc3cc2C)no1` gave IEC-6 tox -4, AI-2 QS mod 10, KLF5 inh -7, HSF-1 act 0, GSK3 alpha inh 1, HIF act -0.4, HSP90 refold inh 1, GSK3B inh -4, aSyn UTR inh 0 and HSF1 inhib 3.
For COc1ccc(CCCNC(=O)C2CCC(=O)N(CCc3cccc(F)c3)C2)cc1 (stereo unspecified) the results were IEC-6 tox -2, AI-2 QS mod 32, KLF5 inh 1, HSF-1 act 18, GSK3 alpha inh 0, HIF act 3.9, HSP90 refold inh 9, GSK3B inh 3, aSyn UTR inh -10 and HSF1 inhib 8.
`CCCCN=C1N/C(=C\c2ccco2)C(=O)N1c1ccccc1` gave IEC-6 tox -7, AI-2 QS mod 16, KLF5 inh -9, HSF-1 act 29, GSK3 alpha inh -8, HIF act -0.3, HSP90 refold inh 0, GSK3B inh -3, aSyn UTR inh -25 and HSF1 inhib 0.

Assay outcomes deposited in PubChem by several laboratories.
